From PubChem
BLM helicase inh – inhibitors of human Bloom syndrome helicase BLM | P54132 | recombinant BLM DNA unwinding, fluorescence dequenching | Potency, µM (doses to about 56.1 µM), inactives show at the highest dose activity change, negative = inhibition, actives largely listed as inhibitors | 0.2% of 350,000 active | AID 2528;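 further: plate controls were vehicle for no effect and no enzyme for full effect; nearly all actives have a fitted effect of over 35% in size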
BAZ2B inh – BAZ2B (human) inhibition | 4.4% of 360,000 active | AID 504333 | Potency, µM (series often up to 114 µM), for the others: top-dose activity change, negative = inhibition, hits mostly inhibitors | AlphaScreen BAZ2B-H3K14Ac peptide displacement; further: on the % scale 0 is the no-effect control and ±100 the full control effect; nearly all actives have a fitted effect of over 60% in size
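Inhibition is scored as reduced AlphaScreen emission. The BAZ2B/b-H3(5-23)K14Ac complex (50 nM each) in PBS pH 7.4, 0.01% Tween-20 meets compound (up to 110 uM) for 30 min at RT before bead addition.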
Pol beta inh – blocks human DNA polymerase beta activity | Potency, µM (titrated, usually from 114 µM), for the others: top-dose activity change, negative = inhibition, usual class: inhibitors | AID 485314 | Pol beta primer extension/strand displacement, fluorescence kinetic | 1.3% of 340,000 active; further: on the % scale 0 is the no-effect control and ±100 the full control effect
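Homogeneous kinetic assay of primer extension and strand displacement by 10 nM Pol beta, preincubated 15 min at room temperature with compound before 50 nM substrate (final) was added. Read at 0 and 10 min; four-parameter Hill fit.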
POLH inh – DNA polymerase eta (human) inhibition; recombinant Pol eta, fluorescent DNA replication assay; Potency, µM (highest dose often 114 µM), for inactives: top-dose activity change, negative = inhibition, usual class: inhibitors; 1.2% of 390,000 active; Q9Y253; further: on the % scale 0 is the no-effect control and ±100 the full control effect
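Fluorescent replication assay: 50 nM final substrate added after a 15 min room-temperature compound preincubation with 10 nM enzyme. Signal taken at 0 min and again at 10 min.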
POLK inh – inhibitors of human DNA polymerase kappa. Q9UBT6. purified Pol kappa, fluorescent DNA synthesis assay, 10 min. Potency, µM (highest dose often 107 µM), without a hit: at the highest dose activity, negative = inhibition, hits mostly inhibitors. 0.53% of 400,000 active. AID 588579; further: on the % scale 0 is the no-effect control and ±100 the full control effect
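10 nM Pol kappa preincubated 15 min at room temperature with compounds, then reaction started with substrate at 50 nM final. Fluorescence read kinetically at 0 and 10 min; buffer-only wells served as negative control.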
APEX1 inh – APE1 (human) endonuclease inhibition | recombinant APE1, TAMRA/BHQ-2 abasic DNA cleavage fluorescence | Potency, µM (titrated, usually from 65.8 µM), for the others: top-dose activity change, negative = inhibition, actives largely listed as inhibitors | 0.35% of 350,000 active | AID 2517;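 further: plate controls were vehicle for no effect and reference inhibitor for full effect; nearly all actives have a fitted effect of over 55% in size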
Target sequence (P27695 whole entry, looked up): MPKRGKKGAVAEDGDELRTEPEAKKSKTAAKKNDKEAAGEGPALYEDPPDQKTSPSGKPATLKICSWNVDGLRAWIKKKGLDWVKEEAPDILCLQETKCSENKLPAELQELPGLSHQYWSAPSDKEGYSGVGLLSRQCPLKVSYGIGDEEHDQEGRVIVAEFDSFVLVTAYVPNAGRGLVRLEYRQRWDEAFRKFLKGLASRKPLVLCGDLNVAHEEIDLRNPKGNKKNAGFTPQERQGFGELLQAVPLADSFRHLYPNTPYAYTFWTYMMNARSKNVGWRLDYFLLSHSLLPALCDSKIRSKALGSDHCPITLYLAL
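Step 1: APE1 (0.75 nM) with compound, 15 min RT. Step 2: add 50 nM fluorophore/quencher THF duplex. Step 3: three fluorescence reads 60 s apart (525/598 nm); read 3 minus read 1 = reaction progress.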
Pol iota inh – inhibitors of human DNA polymerase iota. 1% of 390,000 active. Pol iota fluorescent replication assay, 10 min. Potency, µM (highest dose often 115 µM), without a hit: at the highest dose activity, negative = inhibition, hits mostly inhibitors. AID 588590
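Fluorescent replication assay read twice, at 0 min and 10 min after adding 50 nM (final) substrate. Enzyme (10 nM) and compounds were first incubated 15 min at room temperature; enzyme-free buffer wells were negative controls.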
Anesthetic bind – binds horse apoferritin like a general anesthetic | apoferritin/1-aminoanthracene competitive binding, fluorescence | Potency, µM (series often up to 77.5 µM), for inactives: top-dose activity change, negative = displacement, most hits filed as inhibitors | 0.074% of 350,000 active; further: on the % scale 0 is the no-effect control and ±100 the full control effect; nearly all actives have a fitted effect of over 20% in size
Target sequence (P02791 2-175 limits assumed): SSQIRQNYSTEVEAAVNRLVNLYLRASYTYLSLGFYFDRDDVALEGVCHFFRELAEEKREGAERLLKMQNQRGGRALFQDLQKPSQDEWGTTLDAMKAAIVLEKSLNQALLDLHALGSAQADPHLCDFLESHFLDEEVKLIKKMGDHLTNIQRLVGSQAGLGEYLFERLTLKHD
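Horse-spleen apoferritin (10 uM) in 50% saturated 1-aminoanthracene in PBS was incubated 10 min at room temperature with compound. Fluorescence (ex 380, em 535 nm) was normalized to free and bound 1-AMA, with concentration-response fitted by a four-parameter Hill equation.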
G9a block – inhibitors of human histone lysine methyltransferase G9a | Q96KQ7 | G9a H3K9 monomethylation, AlphaScreen, 2 h | Potency, µM (series often up to 102 µM), for the others: at the highest dose activity, negative = inhibition, actives largely listed as inhibitors | 8.8% of 350,000 active; further: on the % scale 0 is the no-effect control and ±100 the full control effect; nearly all actives have a fitted effect of over 75% in size
Target sequence (Q96KQ7 913-1193 limits assumed): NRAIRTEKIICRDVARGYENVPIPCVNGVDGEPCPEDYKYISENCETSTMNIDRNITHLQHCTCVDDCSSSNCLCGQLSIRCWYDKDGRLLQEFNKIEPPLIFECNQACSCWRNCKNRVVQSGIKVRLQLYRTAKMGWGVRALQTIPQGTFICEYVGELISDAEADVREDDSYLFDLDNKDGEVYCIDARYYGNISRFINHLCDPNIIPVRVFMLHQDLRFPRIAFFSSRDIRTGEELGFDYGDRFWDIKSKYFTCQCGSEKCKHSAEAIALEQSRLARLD
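Chemiluminescent proximity detection of H3K9 monomethylation, read after 10 min bead incubation in the dark. Reaction: 20 nM G9a, 500 nM biotin-H3K9 peptide, 20 uM SAM cofactor, 2 h, room temperature, following 15 min enzyme-compound preincubation.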
An asterisk follows results filed as active; ? = inconclusive; . = no result given; & = joins results of further samples; [ ] = remark or other dose. The call rests on the fitted dose curve; in most records, active means well fitted curve in the direction sought with a large enough effect; inconclusive means small, poorly fitted or top-dose-only effect, or another doubt; inactive means no such curve, though single readings can be large; an effect the other way counts as inactive or inconclusive. Potency means the concentration at half of the fitted maximal effect. Not all compounds are listed; rates above refer to the full screens.

SMILES	BLM helicase inh	BAZ2B inh	Pol beta inh	POLH inh	POLK inh	APEX1 inh	Pol iota inh	Anesthetic bind	G9a block
CN(CC(=O)Nc1cccc(F)c1)C(=O)c1cccc2ccccc12	.	9%	.	-18%	-19%	-4%	4%	.	-9%[59 µM]
CCC(=O)N1CCc2cc(CNS(=O)(=O)c3cc(Cl)ccc3OC)ccc21	0%	0%	-1%	-8%	-9%[60.1 µM]	.	31%[activator]	-13%	12%[59 µM]
CC(=O)Nc1cccc(NC(=O)CS(=O)(=O)c2cn(CC(=O)N3CCCC3)c3ccccc23)c1	-1%	-5%	32%	-17%	-5%	15%	13%	-8%	?
O=C(Nc1ccc(Cl)c(C(F)(F)F)c1)C(Cc1ccccc1)NS(=O)(=O)c1ccc(Br)s1 (centres undefined)	-3%	-2%	25%	2%	17%	.	8%	2%	-25%[59 µM]
CC(=O)NC1(C(F)(F)F)C(=O)NC(C)=C1C#N (centres undefined)	-2%	-5%	40%	6%	-7%	8%	?	-10%	-36%
Cc1cc(C)n(CC(=O)n2c3c(c4ccccc42)CCCC3)n1	3%	4%	11%	6%	-6%	1%	?	-4%	-32%[59 µM]
CC1CCCCN1CCNC(=O)C1CCCN(c2ncnc3c2nc2n3CCCCC2)C1 (centres undefined)	3%	-2%	13%	-16%	1%	10%	62%[activator]	-6%	-8%
Nc1nonc1-c1nc2ccccc2[nH]1	1%	10%	-16%	8%	7%	0%	19%	-13%	31%[59 µM]
Cc1ccc2c(=O)cc(C(=O)Nc3sc4c(c3C(=O)NCc3ccco3)CCCC4)oc2c1C	-7%	-13%	-15%	-9%	-5%	.	?	1%	-21%[59 µM]
COC(=O)c1ccc(C)cc1	.	.	.	-4%	-7%	39%&16%	0%	.	.
CCN(CC)S(=O)(=O)c1cc([N+](=O)[O-])ccc1NNC(=O)Nc1ccc(F)cc1	-9%	-37%	6%	-1%	-23%	-4%	-6%	?	?
CCCS(=O)(=O)N1CCCC(C(=O)N2CCC(Cc3ccccc3)CC2)C1 (centres undefined)	-1%	-6%	10%	-7%	-8%	0%	5%	-11%	14%[12.7 µM]
Cc1ccc(C(=O)c2coc3ccc(O)c(CN4CCN(C)CC4)c23)cc1	-2%	11%	16%	-17%	-2%	3%	-7%	-17%	23%
COC(=O)c1ccccc1NC(=O)c1cc2cc(C)ccc2n1C	-2%	-4%	2%	-18%	8%	.	37%[activator]	-4%	17%[59 µM]
O=S(=O)(c1ccccc1)n1ccc2cccnc21	-1%	0%[57.1 µM]	7%	?	4%	0%	-2%	-15%	14%
COc1ccccc1-n1c(=O)[nH]c2c(C(N)=O)nc(-c3cccnc3)nc21	0%	-27%	-12%	-1%	1%	14%	9%	-13%	24%[12.7 µM]
Cc1cc(C)cc(NC(=O)CN(C)S(=O)(=O)c2ccc3c(c2)CCC(=O)N3)c1	-4%	-16%	21%	-17%	-9%	.	26%	-1%	3%[59 µM]
CC(=O)C1=C(O)C(=O)N(c2ccccn2)C1c1ccc(C)cc1 (centres undefined)	-1%	-32%	13%	-18%	2%	27%	106%[activator]	-8%	?
CCOC(=O)c1ccccc1NC(=O)CSc1nncn1C	2%	1%	4%	-2%	-2%	13%	65%[activator]	-3%	.
COCCCNC(=O)Cc1ccccc1OC	0%	-13%	-22%	-9%	-3%	3%	6%	0%	?
C/C(=C\c1cccc(Cl)c1Cl)C(=O)c1c(C)cc(C)[nH]c1=O	-1%	-8%	5%	-9%	10%	20%	7%	-21%	23%
O=C1CC(c2ccccc2)CC(O)=C1C=NC1CCCCCC1 (centres undefined)	-3%	7%	2%	9%	-15%	-4%	?	?	14%[59 µM]
O=C1[C@@H]2Cc3c([nH]c4ccccc34)C(c3ccc(Cl)cc3)N2C(=O)CN1CCO (some centres undefined)	-3%	-21%	63%	-10%	-4%	-10%	19%	-5%	1%[2.33 µM]
O=C(OC1CCCCC1=O)c1cccc(S(=O)(=O)NCc2ccccc2)c1 (centres undefined)	-6%	0%	6%	-17%	3%	-6%	9%	-24%	.
O=[N+]([O-])c1cc(S(=O)(=O)N2CCCC2)ccc1OCCOc1ccccc1	.	-6%	.	-12%	11%	31%	22%	.	-8%[59 µM]

Random excerpt: 5 compounds from above
SMILES	BLM helicase inh	BAZ2B inh	Pol beta inh	POLH inh	POLK inh	APEX1 inh	Pol iota inh	Anesthetic bind	G9a block
CCN(CC)S(=O)(=O)c1cc([N+](=O)[O-])ccc1NNC(=O)Nc1ccc(F)cc1	-9%	-37%	6%	-1%	-23%	-4%	-6%	?	?
O=C1CC(c2ccccc2)CC(O)=C1C=NC1CCCCCC1 (centres undefined)	-3%	7%	2%	9%	-15%	-4%	?	?	14%[59 µM]
CN(CC(=O)Nc1cccc(F)c1)C(=O)c1cccc2ccccc12	.	9%	.	-18%	-19%	-4%	4%	.	-9%[59 µM]
Cc1cc(C)n(CC(=O)n2c3c(c4ccccc42)CCCC3)n1	3%	4%	11%	6%	-6%	1%	?	-4%	-32%[59 µM]
COc1ccccc1-n1c(=O)[nH]c2c(C(N)=O)nc(-c3cccnc3)nc21	0%	-27%	-12%	-1%	1%	14%	9%	-13%	24%[12.7 µM]

The list goes on.
SMILES	BLM helicase inh	BAZ2B inh	Pol beta inh	POLH inh	POLK inh	APEX1 inh	Pol iota inh	Anesthetic bind	G9a block
COc1ccc(CCNC(=O)CCc2c(C)c3ccc(O)c(C)c3oc2=O)cc1	2%	-1%	1%	-13%	11%	.	26%	171%[activator]	25%[59 µM]
CCOc1ccc(NC(=O)c2ccc3c(c2)OCCO3)cc1S(=O)(=O)N(CC)CC	.	-33%	.	-7%	-17%	9%	18%	.	23%[2.33 µM]
O=C1N=C(N2CCN(c3ccccc3)CC2)SC1Cc1ccccc1 (centres undefined)	4%	-29%	-11%	-10%	-1%	2%	6%	?	5%[59 µM]
COc1ccc(C)cc1S(=O)(=O)N1CCN(c2ccccc2)CC1	-9%	-31%	-30%	-15%	4%	10%	26%	0%	.
Cc1ccc(SCC(=O)OCC(=O)N(CC(C)C)c2c(N)n(Cc3ccccc3)c(=O)[nH]c2=O)c(C)c1	.	-1%	.	-5%	-4%	22%	56%[activator]	.	7%[0.501 µM]
N#CCc1ccc(C(=O)c2ccccc2)s1	-3%	-25%	-18%	-12%	-1%	-2%	45%[activator]	2%	-19%[59 µM]
O=C(NC1CCN(Cc2ccccc2Cl)CC1)c1ccccc1	-1%	-2%	?	2%	-6%	6%	26%	-3%	-6%[12.7 µM]
CC(C)C(=O)Nc1ccc(NC(=O)c2cccs2)cn1	-1%	.	2%	0%	0%	-8%	3%	-7%	?
O=C(COC(=O)c1ccc(NS(=O)(=O)c2cccs2)cc1)Nc1nc2c(F)c(F)c(F)cc2s1	-16%	?	28µM*	20µM*	?	?	40µM*	-19%	-45%
N[C@H]1CONC1=O	.	.	12%[57.1 µM]	-2%[57.1 µM]	-10%[60.1 µM]	-2%	3%[58.9 µM]	.	?
NC(=O)C1(N2CCCCC2)CCN(C(=S)Nc2ccc(Cl)cc2)CC1	0%	-19%	9%	-4%	-10%	2%	-5%	-15%	-2%
COC(=O)C1=C(C)N(Cc2ccccc2)C(=O)N[C@H]1c1cccc(F)c1	-3%[12.4 µM]	.	.	-6%	-11%	3%[12.4 µM]	3%	.	.
Cc1ccc(CC(=O)NCCc2ccc(S(N)(=O)=O)cc2)cc1	-4%	-3%	22%	2%	2%	16%	-13%	-4%	-10%[59 µM]
Cc1ccc(-c2ccc(=O)n(CC(=O)NCCc3ccccc3)n2)cc1	-1%	1%	-12%	-11%	-7%[60.1 µM]	.	-5%	?	-24%[59 µM]
Cn1nnnc1SCCCNCc1ccccc1OCc1ccc(Cl)cc1	0%	?	-1%	-13%	8%	.	10%	?	2%[59 µM]
Cc1cccc(NC(=O)CN(C)C(=O)/C=C/c2ccccc2)c1C	.	-23%	.	1%	-28%	38%	55%[activator]	.	-39%
COc1cccc(NC(=O)/C=C/c2ccccc2[N+](=O)[O-])c1	-7%	?	-16%	-25%	-1%	14%	14%	-13%	?
CCOc1ccc(C(C)C)cc1S(=O)(=O)n1ccnc1C	-4%	-11%	55%	-1%	-5%	22%	-15%	-7%	-35%

Compound profiles, as listed above. Values in the order: BLM helicase inh | BAZ2B inh | Pol beta inh | POLH inh | POLK inh | APEX1 inh | Pol iota inh | Anesthetic bind | G9a block
Listed for Cn1nnnc1SCCCNCc1ccccc1OCc1ccc(Cl)cc1 = 0% | ? | -1% | -13% | 8% | . | 10% | ? | 2%[59 µM]
Listed for CCOc1ccc(NC(=O)c2ccc3c(c2)OCCO3)cc1S(=O)(=O)N(CC)CC = . | -33% | . | -7% | -17% | 9% | 18% | . | 23%[2.33 µM]
Listed for COC(=O)C1=C(C)N(Cc2ccccc2)C(=O)N[C@H]1c1cccc(F)c1 = -3%[12.4 µM] | . | . | -6% | -11% | 3%[12.4 µM] | 3% | . | .
Listed for COc1ccc(CCNC(=O)CCc2c(C)c3ccc(O)c(C)c3oc2=O)cc1 = 2% | -1% | 1% | -13% | 11% | . | 26% | 171%[activator] | 25%[59 µM]
Listed for COc1ccc(C)cc1S(=O)(=O)N1CCN(c2ccccc2)CC1 = -9% | -31% | -30% | -15% | 4% | 10% | 26% | 0% | .
